UbGFP stabilizer: ubiquitin-GFP accumulation via proteasome inhibition. 67,000 tested, under 10 active. Ubiquitin-GFP reporter cells, proteasome inhibition, GFP fluorescence; response scale: untreated = 0%, 10 µM MG-132 = 100%. Potency, µM (series often up to 45.9 µM), for inactives: at the top dose activation (GFP accumulation), hits mostly activators. AID 526; active means well fitted activation curve with a large enough effect, not every such curve was filed as active; inconclusive means small, poorly fitted or top-dose-only effect, or another doubt; inactive means no such curve, though single readings can be large or run the other way; further: potency means the concentration at half of the fitted maximal effect
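U2OS Ub(G76V)-GFP reporter; O/N plating, 0.5% FBS; cpd 46 uM–2.9 nM, 4 h, 37 °C; GFP+ cell count, 488/515 nm; norm. to basal vs 10 uM MG-132; CRC fit.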
Hsp90 Hop PPI: changes Hsp90-Hop TPR2A binding signal, up or down; AlphaScreen TPR2A-His6 binding biotin-Hsp90 C-terminal peptide; Potency, µM (highest dose often 57 µM), without a hit: top-dose activity change, negative = inhibition; hit rate 0.44% among 71,000; AID 595; active means well fitted curve in either direction with a large enough effect; inconclusive means small, poorly fitted or top-dose-only effect, or another doubt; further: potency means the concentration at half of the fitted maximal effect; on the % scale 0 is the no-effect control and ±100 the full control effect; many of its hits are not listed in these tables
Texas Red fluor: compound fluoresces in the Texas Red spectral region; max dye-equivalent concentration, M; AID 587; Compound fluorescence, Texas Red channel, 547/618 nm; hits give high values; hit rate 0.06% among 59,000; in the data active means max dye-equivalent concentration above about 10 nM; inconclusive means between about 1.1 nM and that limit
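Pin-transferred compounds and Texas Red standards go into 100 mM Tris buffer, pH 8.0. After 15 min at room temperature, plates are imaged with 547/618 nm filters. Each value is a dye-equivalent concentration derived from the per-plate dye curve.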
4MU fluor: 4-MU region autofluorescence; compound autofluorescence, 340/450 nm, 4-MU equivalents; hits give high values; max dye-equivalent concentration, M; hit rate 11% among 59,000; AID 589; in the data active means max dye-equivalent concentration above about 10 nM; inconclusive means mostly about 1.1 nM to 9.6 nM
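Intrinsic fluorescence at 340/450 nm (ex/em) was read after 15 min at room temperature in pH 8.0, 100 mM Tris. Each compound concentration expressed as 4-MU-equivalent concentration from a six-point 4-MU standard series on each plate.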
HBB splice mod: modulators of hemoglobin beta chain splicing; HBB splicing reporter cell assay, activation; EGFP reporter with mutant IVS2-654 intron; response scale: normalised to 500 nM splice-correcting PNA; Potency, µM (top dose mostly 46.1 µM), for the others: top-dose activation, most hits filed as activators; hit rate 0.06% among 65,000; AID 925; further: potency means the concentration at half of the fitted maximal effect; 0% is about no effect
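HeLa cells stably expressing EGFP interrupted by mutant beta-globin intron 2 (IVS2-654), 500/well in 2% FCS. Treated with compound for 2 days at 37C. Splicing correction scored as total well GFP intensity (488 nm excitation, 500-520 nm emission); 500 nM antisense PNA served as control.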
ERK AVP block: blocks ERK signaling stimulated by vasopressin; Potency, µM (doses to about 57.5 µM), for the others: top-dose activity, negative = inhibition, actives largely listed as inhibitors; HEK293-V1b, vasopressin-stimulated pERK AlphaScreen; hit rate 0.99% among 72,000; further: potency means the concentration at half of the fitted maximal effect; on the % scale 0 is the no-effect control and ±100 the full control effect; nearly all actives have a fitted effect of over 55% in size
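HEK293 cells stably expressing V1b receptor, seeded overnight in 1% FBS, were treated with compounds for 30 min at 37C, then stimulated 5 min with 25 nM vasopressin; phospho-ERK read by AlphaScreen SureFire after lysis.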
GFP derepression: epigenetic modulators derepressing GFP locus in mouse cells; mouse C127i GFP locus derepression, cytometry, 30 h; Potency, µM (highest dose often 46.1 µM), inactives show at the top dose GFP derepression (activation); hit rate 0.09% among 68,000; further: % of control where 0% means no effect
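Locus derepression in mouse mammary C127i cells whose integrated CMV-GFP reporter is normally silent; GFP expression after 30 h compound treatment was quantified by counting fluorescent cells.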
A350 fluor: compounds fluorescent in Alexa 350 spectral region | Compound autofluorescence, 340/450 nm, Alexa 350 dye-equivalents; hits give high values | max dye-equivalent concentration, M | hit rate 11% among 59,000; in the data active means max dye-equivalent concentration above about 10 nM; inconclusive means mostly about 1.1 nM to 9.6 nM
Fluorescein fluor: compound fluoresces in the fluorescein spectral region | hit rate 0.91% among 59,000 | Compound autofluorescence, 480/540 nm, fluorescein-equivalent; hits give high values | max fluorescein-equivalent concentration, M; in the data active means max fluorescein-equivalent concentration above about 10 nM; inconclusive means between about 1.1 nM and that limit
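Normalized response (dye-equivalent concentration) derives from comparing each well's 540 nm emission, under 480 nm excitation, with plate-resident fluorescein standards. Compounds were held in 100 mM Tris, pH 8.0, for 15 min at room temperature.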
FLuc inh: inhibitors of firefly luciferase | hit rate 2.2% among 72,000 | Potency, µM (doses to about 57.1 µM), for inactives: top-dose activity change, negative = inhibition, hits mostly inhibitors | purified firefly luciferase, luminescence, 8 min | P08659; further: potency means the concentration at half of the fitted maximal effect; on the % scale 0 is the no-effect control and ±100 the full control effect; nearly all actives have a fitted effect of over 40% in size
Target sequence (P08659 whole entry, looked up): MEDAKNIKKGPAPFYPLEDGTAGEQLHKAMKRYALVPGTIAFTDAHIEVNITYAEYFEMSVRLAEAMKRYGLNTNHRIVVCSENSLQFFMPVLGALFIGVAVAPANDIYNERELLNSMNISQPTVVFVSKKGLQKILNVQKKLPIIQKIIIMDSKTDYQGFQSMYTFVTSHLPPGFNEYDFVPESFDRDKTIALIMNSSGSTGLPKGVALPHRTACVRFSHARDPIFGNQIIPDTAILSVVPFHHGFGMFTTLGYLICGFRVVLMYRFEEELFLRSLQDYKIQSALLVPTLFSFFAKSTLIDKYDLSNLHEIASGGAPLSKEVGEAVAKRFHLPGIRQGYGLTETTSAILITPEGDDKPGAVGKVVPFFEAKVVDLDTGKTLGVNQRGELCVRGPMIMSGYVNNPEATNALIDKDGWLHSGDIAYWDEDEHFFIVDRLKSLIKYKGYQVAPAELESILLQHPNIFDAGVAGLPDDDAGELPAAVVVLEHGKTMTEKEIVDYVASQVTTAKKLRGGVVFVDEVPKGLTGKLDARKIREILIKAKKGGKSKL
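Here, luciferase activity is measured as luminescence following an 8 min room-temperature reaction at 10 uM ATP, pH 7.2. Every library sample is titrated.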
CRE Fsk mod: alters forskolin-stimulated CRE reporter signaling in CHO cells; CHO CRE-bla reporter (cAMP response element driving beta-lactamase), forskolin EC10, beta-lactamase ratio; Potency, µM (series often up to 38.2 µM), inactives show at the top dose activity change, negative = inhibition, actives largely listed as activators; hit rate 2.5% among 71,000; AID 662; active means well fitted activation curve with a large enough effect in the signal ratio, with a control signal flat, not every such curve was filed as active; inconclusive means small, poorly fitted or top-dose-only effect, or effect the other way, or a change in a side signal; the % refers to the signal ratio; further: potency means the concentration at half of the fitted maximal effect; % of control where 0% means no effect
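Titrated compounds plus EC10 NKH 477 on CHO CRE-bla cells, 3 h, 37 °C. CCF4, 2 h RT. Ratio 460/530 nm → AC50.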
* hit, by the source's call; i = inactive; ? = inconclusive; . = no result given; [ ] = another dose, or the depositor's remark. Unless noted, the call rests on the fitted dose curve; in most records, active means well fitted curve in the direction sought with a large enough effect; inconclusive means small, poorly fitted or top-dose-only effect, or another doubt; inactive means no such curve, though single readings can be large; an effect the other way counts as inactive or inconclusive. An excerpt; the hit share may differ from the screen's.

SMILES | UbGFP stabilizer | Hsp90 Hop PPI | Texas Red fluor | 4MU fluor | HBB splice mod | ERK AVP block | GFP derepression | A350 fluor | Fluorescein fluor | FLuc inh | CRE Fsk mod
COc1ccc(NC(=O)N2CCCC3(CCN(C(=O)c4c(C)noc4C)CC3)C2)cc1 | 9% | -6% | i | i | 0.4% | 1% | 2%[9.22 µM] | i | i | 1%[11.4 µM] | 8%
Cc1ccc(CNc2oc(COc3ccccc3Cl)nc2C#N)cc1 | . | . | i | ? | . | . | 11%[20.6 µM] | ? | i | 3%[25.5 µM] | .
COc1ccc(NC(C)=O)cc1NC(=O)CSc1nnc(-c2ccc(F)cc2)n1N | -4% | -2% | ? | i | 0.0%[0.369 µM] | -11% | 0% | ? | i | 1% | 0%
COc1ccccc1C(=O)N1CCN(CCc2ccccc2)CC1 | 3% | -4% | i | i | 2.4% | -22% | 0% | i | i | 3% | -9%
COC(=O)C(CC(C)C)NC(=O)CSc1nc(-c2ccccc2)c(C#N)c(=O)[nH]1 (stereo unspecified) | -9% | -4% | i | i | -1.9% | 8% | -3% | i | i | -1% | -17%
CCOc1ccccc1C(=O)NC1CC2CCCC(C1)N2Cc1nnnn1Cc1ccco1 (stereo unspecified) | -7% | ? | i | i | . | 26% | 1% | i | i | 3% | ?
Cc1ccsc1C(=O)OC1CCOC1=O (stereo unspecified) | -3% | 0% | i | i | -1.6% | 0% | -1% | i | ? | -36% | ?
CC(C)C(OC(=O)C1CCCO1)C(=O)NC1CCCC1 (stereo unspecified) | 5% | -2% | i | i | 0.0%[57.5 µM] | 7% | 7% | i | i | 0% | 1%
O=S(=O)(c1cccc(-c2csc(-c3ccccc3)n2)c1)N1CCOCC1 | . | . | i | i | . | . | -2%[20.6 µM] | i | i | -2%[25.5 µM] | .
CC(=O)Nc1ccc(S(=O)(=O)Nc2ccc(N3CCOCC3)c(F)c2)cc1 | -6% | -1% | i | ? | -2.1%[57.5 µM] | -6% | 0% | ? | i | 2% | -1%
Cc1ccc(S(=O)(=O)N2CCCC(c3nnc4n3-c3ccccc3SC4)C2)cc1 (stereo unspecified) | -2% | -7% | i | i | -4.9% | 10% | 2% | i | i | 0% | ?
Nc1ccc(Cl)c(NC(=O)c2cccs2)c1 | 2% | -5% | i | i | -4.6% | ? | -2% | ? | ? | -2% | -2%
CNC(=O)c1c(I)c(C(=O)NCC(=O)Nc2c(I)c(C(=O)O)c(I)c(C(=O)NCCO)c2I)c(I)c(N(C)C(C)=O)c1I | -4%[20.5 µM] | -1%[26 µM] | ? | i | -1.5%[20.6 µM] | -8%[25.7 µM] | -1%[20.6 µM] | i | ? | 0%[25.5 µM] | 3%[17.1 µM]
O=C(Cn1c(=O)oc2ccccc21)NC(=O)NCc1ccco1 | -2% | -1% | i | i | 0.6%[57.5 µM] | -16% | -2% | i | i | -14% | -3%
CCOc1ccc(-c2nnc(N)s2)cc1 | 16% | -3% | . | . | -6.0% | -7% | 9% | . | . | 16µM* | 6%
CCOC(=O)c1c(CN2CCC(C)CC2)oc2ccc(OC)cc12 | 11% | -2% | ? | i | 2.9%[1.84 µM] | -8% | 0% | i | ? | 1% | ?
CC1=C(C(=O)OCc2ccccc2)C(c2ccccc2OC(F)F)NC(=O)N1 (stereo unspecified) | 7%[9.17 µM] | -5%[11 µM] | . | . | 1.9%[0.0738 µM] | -19% | 3% | . | . | 0% | ?
CNc1nc(-c2ccccc2C(F)(F)F)nc2ccccc12 | 3% | -5% | i | i | 0.5% | 19% | 6%[9.22 µM] | i | ? | 0%[2.29 µM] | ?
CC(=O)c1c(COC(=O)c2ccco2)nc2ccccc2[n+]1[O-] | 6% | -3% | i | i | 2.0% | 13% | 3% | i | i | 2% | ?
CCOC(=O)c1ccc(N2C(=O)C(O)=C(C(C)=O)C2c2ccccn2)cc1 (stereo unspecified) | 1% | -11% | i | ? | 0.3%[57.5 µM] | -21% | -2% | ? | ? | -2% | -1%
CC1CCC(O)([C@](C)(C(=O)O)c2ccccc2)CC1 (stereo partly specified) | 3%[9.17 µM] | -4%[11 µM] | i | i | 2.5%[9.22 µM] | 17%[11.5 µM] | 0%[9.22 µM] | i | i | 1%[11.4 µM] | 0%[7.6 µM]
c1ccc(-c2ccccc2-c2nc(-c3ccncc3)no2)cc1 | 14% | 9% | i | i | 2.3% | -29% | 0% | i | ? | 1% | ?
Cc1ccc(C)c(C(=O)NCCN(C)C)c1 | 0% | -1% | i | i | 0.5% | -3% | 0% | i | ? | 0% | -1%
CCOC(=O)CNC(=O)CSc1nc2ncc(Br)cc2[nH]1 | 5% | -2% | ? | i | -1.7%[0.369 µM] | -14% | 4% | i | i | 1% | 0%
COc1ccc(N2CCN(c3oc(COc4ccc(Cl)cc4Cl)nc3C#N)CC2)cc1 | 0% | ? | i | i | -5.2%[0.369 µM] | -42% | -8% | i | ? | 4% | 1%
Next records.
SMILES | UbGFP stabilizer | Hsp90 Hop PPI | Texas Red fluor | 4MU fluor | HBB splice mod | ERK AVP block | GFP derepression | A350 fluor | Fluorescein fluor | FLuc inh | CRE Fsk mod
CC1CCN(c2nnc(N)s2)CC1 | . | -2% | i | i | 1.8%[0.369 µM] | -29% | 0% | ? | ? | -3% | -2%
Cc1cc(C)nc(/N=C2\NC(=O)CC(C(=O)O)N2c2ccc(Oc3ccccc3)cc2)n1 (stereo unspecified) | 2% | -5% | i | i | -0.8% | 4% | 3% | i | i | -3% | 6%
Cc1ccc(C)c(NC(=O)NCc2ccc(Cl)cc2)c1 | -6%[9.17 µM] | 0%[11 µM] | i | i | 1.7%[9.22 µM] | -33%[11.5 µM] | -3%[9.22 µM] | i | i | 2%[11.4 µM] | 0%[7.6 µM]
CC(=O)Nc1ccc2nc(-c3cccnc3)[nH]c2c1 | 1% | -4% | i | i | . | 2% | -5% | i | i | -12% | 1%
CCCCn1c(N)c(N(CCC(C)C)C(=O)COC(=O)c2ccco2)c(=O)[nH]c1=O | 7% | -2% | ? | i | 0.6% | 10% | 1% | i | i | 1% | -4%
COc1ccccc1C(c1nnnn1C(C)(C)C)N1CCCCCC1 (stereo unspecified) | -1% | -2% | i | i | . | 18% | -1% | i | i | 2% | -3%
O=C(CCCn1c(=O)[nH]c2cc(Cl)ccc2c1=O)NCCCN1CCCC1 | 6% | 1% | ? | i | 0.1% | -11% | 4% | i | i | 0% | 2%
COc1ccccc1NC(=O)c1cc(S(=O)(=O)N2CCOCC2)ccc1Cl | -5% | 1% | i | i | -0.2% | -14% | 3% | i | i | 2% | ?
CN(C)c1nc(N)nc(CSc2n[nH]c(-c3ccccc3)n2)n1 | 9% | -2% | ? | i | -1.2% | -25% | -1% | i | ? | -2% | 1.6µM*
CC(=O)Nc1ccc(C(=O)CSc2nnnn2C(C)C)cc1 | 1% | -3% | i | i | . | 5% | -6% | i | i | -6% | 0%
Cc1ccc(SCc2[nH]nc3c2C(c2ccc(C)o2)C(C#N)=C(N)O3)cc1 (stereo unspecified) | . | . | i | 1.9e-08M* | . | . | -3%[20.6 µM] | 2.4e-08M* | i | 0%[25.5 µM] | .
COCCCNC(=O)CCn1c(=O)c2ccccc2n(CC(=O)Nc2cc(Cl)ccc2C)c1=O | 10% | 3% | i | i | -1.1% | -3% | 1% | i | i | 0% | ?
COc1ccc(NC(=O)Cn2nnc(C(=O)NCc3ccccc3)c2N)cc1Cl | -11% | ? | i | i | -1.1% | 13% | -2% | i | i | 0% | ?
COC(=O)c1cc(NCc2ccccc2F)ccc1N1CCOCC1 | 23% | 0% | ? | i | 0.7% | ? | 5% | ? | ? | -4% | ?

Part of the list above in order of count of non-hydrogen atoms, low to high:
SMILES | UbGFP stabilizer | Hsp90 Hop PPI | Texas Red fluor | 4MU fluor | HBB splice mod | ERK AVP block | GFP derepression | A350 fluor | Fluorescein fluor | FLuc inh | CRE Fsk mod
CC1CCN(c2nnc(N)s2)CC1 | . | -2% | i | i | 1.8%[0.369 µM] | -29% | 0% | ? | ? | -3% | -2%
CN(C)c1nc(N)nc(CSc2n[nH]c(-c3ccccc3)n2)n1 | 9% | -2% | ? | i | -1.2% | -25% | -1% | i | ? | -2% | 1.6µM*
COc1ccccc1C(c1nnnn1C(C)(C)C)N1CCCCCC1 (stereo unspecified) | -1% | -2% | i | i | . | 18% | -1% | i | i | 2% | -3%
O=C(CCCn1c(=O)[nH]c2cc(Cl)ccc2c1=O)NCCCN1CCCC1 | 6% | 1% | ? | i | 0.1% | -11% | 4% | i | i | 0% | 2%
COc1ccc(NC(=O)Cn2nnc(C(=O)NCc3ccccc3)c2N)cc1Cl | -11% | ? | i | i | -1.1% | 13% | -2% | i | i | 0% | ?
COCCCNC(=O)CCn1c(=O)c2ccccc2n(CC(=O)Nc2cc(Cl)ccc2C)c1=O | 10% | 3% | i | i | -1.1% | -3% | 1% | i | i | 0% | ?

From PubChem
